HEK293 NOD2/NF-kB: NOD2 signaling inhibitors, cell-based, luminescence, uHTS, HEK293 (AID 1566). 0.63% of 290,000 active. HEK293 NOD2/NF-kB luciferase reporter, luminescence; higher % means a stronger effect. inhibition, % at 4 µM, or EC50 in µM where a hit was titrated; also: many of its hits are not listed in these tables
KOR beta-arrestin-1: KOR agonists, beta-arrestin recruitment, primary screen, cell-based, luminescence, uHTS (AID 1777); Kappa-type opioid receptor (Homo sapiens); KOR beta-arrestin recruitment, luminescence; higher % means a stronger effect; activation, % at 10 µM, or EC50 in µM where a hit was titrated; 0.02% of 280,000 active; in the data active = activation above about 50%, passing the limit was not always enough; also: a part of the inactive calls stands beside numbers as strong as those of hits
NOD1 inhibition: NOD1 signaling inhibitors, primary screen, cell-based, luminescence, uHTS (AID 1578); NOD1-driven NF-kB luciferase reporter cells, luminescence; higher % means a stronger effect; inhibition, % at 4 µM; hits with a dose series show EC50 in µM; 1% of 290,000 active; in the data active = inhibition mostly above about 36%, no sharp cut-off; inactive = mostly below about 34%;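 also: HEK-293T reporter cells stimulated with the NOD1 agonist gamma-tri-DAP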
Yfh1-off respiration: enhancers of respiration in Yfh1-depleted yeast, dose response, Friedreich's ataxia, plus single-dose screen (AID 1465); S. cerevisiae Yfh1-off respiration, WST-1 reduction, 72 h; higher fold induction means a stronger effect; one-dose fold induction at 50 µM; EC50 in µM for titrated hits; 0.074% of 220,000 active;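 active = fold induction of absorbance versus untreated yeast above a set limit, then at least 30% activation at any dose in follow-up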;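 also: activators that raise dye reduction in frataxin-depleted yeast; strong numbers were not always called active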
TNAP activators: human TNAP enzyme activators, primary screen, biochemical, luminescent, no phosphate acceptor, uHTS (AID 1001). purified TNAP, luminescent activation assay, no phosphate acceptor; higher activation fold means a stronger effect. activation fold at 20 µM; hits with a dose series show EC50 in µM. 0.03% of 200,000 active. Alkaline phosphatase, tissue-nonspecific isozyme (Homo sapiens); in the data active = activation fold from about 3, or a potency from the dose series; inactive = the rest, 99 in 100 with activation fold below about 1.6; also: many of its hits are not listed in these tables
NTR1 agonist: agonists of NTR1, primary screen, imaging, U2OS cells, beta-arrestin-GFP, high content (AID 493036) | NTR1-U2OS beta-arrestin-GFP spot imaging, agonist mode | activation, % at 20 µM | 0.17% of 330,000 active;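 active = activation at or above 40% of the spot to cytoplasm intensity ratio, with at least 20 cells analyzed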;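 also: 0% = DMSO without peptide and 100% = 100 nM NTR1 peptide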
Target sequence (P30989 whole entry, looked up): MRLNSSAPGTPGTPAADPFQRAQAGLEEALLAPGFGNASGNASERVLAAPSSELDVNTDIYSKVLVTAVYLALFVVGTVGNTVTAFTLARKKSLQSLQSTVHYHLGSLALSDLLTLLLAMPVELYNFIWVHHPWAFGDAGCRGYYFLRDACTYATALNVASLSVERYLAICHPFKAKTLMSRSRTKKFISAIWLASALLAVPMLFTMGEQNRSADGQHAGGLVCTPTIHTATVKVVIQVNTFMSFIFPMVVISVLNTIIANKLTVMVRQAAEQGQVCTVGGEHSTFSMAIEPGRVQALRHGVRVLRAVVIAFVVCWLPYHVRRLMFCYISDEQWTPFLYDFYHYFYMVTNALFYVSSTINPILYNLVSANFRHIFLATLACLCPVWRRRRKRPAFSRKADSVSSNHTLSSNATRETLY
CSM14.1 death rescue: rescue of cells from ER stress-induced death, primary screen, 384-well, CSM14.1, thapsigargin, ATP luminescence (AID 1222) | CSM14.1 thapsigargin-induced death rescue, ATP luminescence; higher % means a stronger effect | one-dose cellular ATP content (survival), % at 20 µM; EC50 in µM for titrated hits | 190,000 tested, under 10 active;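 active = EC50 below 50 µM in the dose-response confirmation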;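 also: death triggered by thapsigargin at about 15 µM added after 2 h compound pretreatment; cell ATP read after overnight thapsigargin exposure of roughly 18 to 22 hours; normalized against plate controls of thapsigargin alone and 5% DMSO vehicle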
KOR beta-arrestin-2: KOR antagonists, beta-arrestin recruitment, cell-based, luminescence, uHTS (AID 1778); Kappa-type opioid receptor (Homo sapiens); KOR beta-arrestin recruitment, luminescence, antagonist mode; higher % means a stronger effect; inhibition, % at 10 µM, or IC50 in µM where a hit was titrated; 0.091% of 290,000 active; also: strong numbers were not always called active
GPR55 beta-arrestin: GPR55 agonists via beta-arrestin recruitment, primary screen, imaging, U2OS cells, beta-arrestin-GFP redistribution (AID 1961); 0.048% of 290,000 active; activation, % at 10 µM; hits with a dose series show EC50 in µM; G-protein coupled receptor 55 (Homo sapiens); U2OS GPR55 beta-arrestin-GFP redistribution imaging; higher % means a stronger effect;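 active = activation above 40% with more than 50 cells counted in the well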;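 also: U2OS osteosarcoma cells stably expressing GPR55 and beta-arrestin-GFP; plate controls were DMSO negative control for no effect and LPI positive control for full effect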
NTR1 agonist cell count 20 µM: recorded beside NTR1 agonist, whose call it bears; cell count; measured here: cell count, cytotoxicity flag
Numbers without * were called inactive; i = inactive; . = no result given; [ ] = remark or other dose. Rule as the data show it, unless noted: active = inhibition above about 50%; inactive = the rest.

SMILES	HEK293 NOD2/NF-kB	KOR beta-arrestin-1	NOD1 inhibition	Yfh1-off respiration	TNAP activators	NTR1 agonist	NTR1 agonist cell count 20 µM	CSM14.1 death rescue	KOR beta-arrestin-2	GPR55 beta-arrestin
O=c1c2cccc3c(N4CCOCC4)ccc(c32)c2nc3ccccc3n12	-69%	-3.2%	-21%	.	1.3	.	.	1.3%	-77%	-0.1%
CCOC(=O)C1=C(C)OC(N)=C(C#N)C1c1cc2cc(C)ccc2nc1N1CCCCC1 (configuration not stated)	10%	-1.2%	-28%	.	1.1	-1.6	86	-1.7%	-38%	1.2%
Cc1cccc(/N=C/c2c(O)[nH]c3ccccc23)n1	-104%	-5.4%	-94%	i	1	1.0	69	1.6%	-21%	0.3%
CCOc1cc(NC(=S)NCCOC)c(OCC)cc1NC(=O)c1cccs1	8%	-0.2%	-36%	i	1	1.7	90	0.8%	-12%	-0.1%
COc1cccc(NC(=O)Nc2ccc3c(c2)CCC3)c1	-49%	-1.0%	-68%	.	.	2.3	61	.	20%	-0.2%
CC1CCCC(NC(=O)COC(=O)COc2ccccc2Cl)C1C (configuration not stated)	6%	-4.5%	-19%	i	1.1	2.7	30	-0.4%	24%	0.2%
O=C(NCc1ccccc1)C1(c2cccc(F)c2)CCCC1	16%	-1.3%	-23%	i	1.1	-0.5	36	-1.4%	28%	0.5%
CN1CCN(/N=C/c2ccc(OCc3ccccc3)cc2)CC1	-66%	2.9%	-5%	i	.	-1.1	42	.	4%	-0.1%
CC(CN1CCN(C)CC1)OC(=O)c1cccc(Cl)c1 (configuration not stated)	-17%	11%	-8%	i	.	-0.3	52	.	37%	-1.9%
CC1CC(C)CN(C(=O)c2cccc(S(=O)(=O)Nc3cc(C(F)(F)F)ccc3Cl)c2)C1 (configuration not stated)	9%	2.7%	17%	i	1	7.5	63	1.4%	-31%	0.1%
Cc1ccc(S(=O)(=O)N(C(=O)c2ccncc2)c2ccc(OC(=O)c3ccncc3)cc2)c(C)c1	-6%	9.5%	12%	i	1.1	-0.6	71	-0.3%	-20%	-0.3%
COC(=O)C1Cc2ccccc2CN1S(=O)(=O)c1ccc(F)cc1 (configuration not stated)	5%	.	-14%	.	.	-0.1	59	.	-23%[20 µM]	-0.1%
COc1ccc2c(c1)C1=NN(/C(C)=C/C(C)=O)C(c3cccc(F)c3)C1CC2 (configuration not stated)	1%	2.6%	-16%	i	0.8	-2.0	84	-0.5%	-9%	-0.5%
Cc1nn(C(=O)c2cc([N+](=O)[O-])ccc2Cl)c(C)c1Br	-12%	0.6%	-16%	.	.	0.2	99	.	-34%	0.0%
CC1(C)CC(=O)c2sc(NS(=O)(=O)c3ccccc3)nc2C1	0%	.	-14%	i	1.1	-1.0	91	0.1%	-15%[20 µM]	0.5%
O=C(CSc1nn(-c2ccc(F)cc2)c(=S)s1)N1CCN(C(=O)c2ccco2)CC1	5%	4.8%	-2%	i	1.1	1.3	43	6.2%	3%	0.7%
CCOC(=O)Cn1nc(-c2ccccc2)ccc1=O	5%	-2.5%	-10%	i	1.1	2.9	67	-0.8%	-2%	0.1%
CNS(=O)(=O)c1cccc(C(=O)OCC(=O)Nc2ccc(Cl)cn2)c1	12%	-0.4%	-7%	i	.	1.0	59	.	13%	-1.5%
CC1CCCN(C(=O)Cc2cn(Cc3cccc(Cl)c3)c3ccccc23)C1 (configuration not stated)	20%	5.6%	46%	i	1.1	0.3	57	-3.1%	1%	0.1%
O=C(NCCSc1c[nH]c2ccccc12)c1ccc2c(c1)OCO2	-18%	0.5%	-74%	i	1.1	-1.5	100	1.7%	-23%	-0.6%
O=C(Nc1ccccc1)OCc1cncs1	10%	0.4%	-15%	i	1	-1.2	26	-1.1%	-21%[20 µM]	-0.1%
Cc1cc(=O)oc(C)c1C(=O)Nc1ccc2ncccc2c1	11%	-0.5%	9%	i	1.2	-1.3	55	-0.8%	-9%	-0.1%
O=C(NCCC1=CCCCC1)C(=O)NCC(c1ccco1)N1CCN(c2ccc(F)cc2)CC1 (configuration not stated)	15%	4.0%	-7%	i	1.2	4.9	54	0.5%	-1%	0.7%
O=C1C2C3C=CC(C3)C2C(=O)N1c1ccccc1 (configuration not stated)	-2%	2.8%	34%	i	1	-1.7	92	0.5%	-98%	-0.2%
CCOc1cc(S(=O)(=O)N2CCN=C2Cc2ccccc2)ccc1F	-9%	0.1%	-27%	.	.	-0.4	50	.	-1%	-0.1%
COCCN(Cc1cc2cc3c(cc2nc1Cl)OCO3)C(=O)Nc1ccc(OC)cc1	18%	1.2%	-4%	i	1.1	1.3	81	1.4%	-2%	-0.3%
CC(NC(=O)c1ccccc1)C(=O)NC1=NCCS1 (configuration not stated)	-6%	-4.5%	-20%	i	1.1	-0.7	73	-2.0%	24%	0.2%
N#C/C(=C/c1ccc(-c2cc(C(=O)O)cc(C(=O)O)c2)o1)c1nc2ccccc2s1	16%	0.6%	-20%	i	0.8	-0.5	25	-1.6%	-35%	-1.0%
C[C@H]1C(=O)N(C)CCN1C(=O)c1cccc(OC2CCN(CC(C)(C)C)CC2)c1	-10%	0.5%	-19%	.	.	0.1	60	.	-25%	-0.2%
COc1ccc(NC(=O)N2CCc3ccccc3C2)c(OC)c1	-1%	3.5%	-30%	.	.	0.5	56	.	2%	0.0%

Quoted at random: 4 entries already listed
SMILES	HEK293 NOD2/NF-kB	KOR beta-arrestin-1	NOD1 inhibition	Yfh1-off respiration	TNAP activators	NTR1 agonist	NTR1 agonist cell count 20 µM	CSM14.1 death rescue	KOR beta-arrestin-2	GPR55 beta-arrestin
CCOC(=O)Cn1nc(-c2ccccc2)ccc1=O	5%	-2.5%	-10%	i	1.1	2.9	67	-0.8%	-2%	0.1%
O=C(Nc1ccccc1)OCc1cncs1	10%	0.4%	-15%	i	1	-1.2	26	-1.1%	-21%[20 µM]	-0.1%
Cc1cc(=O)oc(C)c1C(=O)Nc1ccc2ncccc2c1	11%	-0.5%	9%	i	1.2	-1.3	55	-0.8%	-9%	-0.1%
COc1cccc(NC(=O)Nc2ccc3c(c2)CCC3)c1	-49%	-1.0%	-68%	.	.	2.3	61	.	20%	-0.2%

Next results follow.
SMILES	HEK293 NOD2/NF-kB	KOR beta-arrestin-1	NOD1 inhibition	Yfh1-off respiration	TNAP activators	NTR1 agonist	NTR1 agonist cell count 20 µM	CSM14.1 death rescue	KOR beta-arrestin-2	GPR55 beta-arrestin
CC1CCCN(CCCNC(=O)CN2C(=O)CSc3ccc(S(=O)(=O)N4CCOCC4)cc32)C1 (configuration not stated)	-1%	-0.5%	-6%	.	.	0.0	58	.	-5%	-0.1%
CN1C(CC(=O)Nc2ccc(Br)cc2)c2ccccc2CC1(C)C (configuration not stated)	-62%	-0.4%	93%*	i	1.1	1.8	42	-3.2%	25%[20 µM]	-0.3%
Cn1ncc(N2CCN(C(=O)c3ccc(Cl)cc3)CC2)c(Cl)c1=O	-1%	-4.6%	-22%	i	1.1	1.3	57	-0.6%	9%	-0.2%
COC(=O)Nc1sc2nc(C)cc(C)c2c1-n1cccc1	8%	-3.4%	-1%	i	1	-1.2	55	0.3%	-30%	-0.2%
COc1cc(-c2n[nH]c(=O)o2)cc(OC)c1OC	4%	-6.7%	-36%	i	1	-0.6	36	-0.7%	-8%	-0.4%
COc1cccc(-c2nc(-c3ccccn3)no2)c1OC	-32%	-1.9%	-37%	i	1.1	-6.0	94	.	16%	-0.1%
Cc1cc2oc(C(=O)NCc3ccccc3)cc(=O)c2cc1C	10%	7.0%	12%	.	.	1.1	116	.	-29%	0.0%
Cc1nn(-c2ccc(N3CCCCC3)nn2)c(C)c1CCC(=O)Nc1ccccc1F	-18%	-1.7%	-40%	.	.	1.3	71	.	-25%	0.7%
CC(=O)Cn1cnc2c(cnn2-c2ccc(C)c(C)c2)c1=O	-57%	2.9%	-1%	.	.	0.5	89	.	2%	-0.1%
Cn1c(=O)c2c(nc(N3CCCCCC3)n2CC(O)COc2ccc(Cl)cc2)n(C)c1=O (configuration not stated)	-13%	1.8%	-31%	i	1	15	75	1.3%	-32%	-0.2%
CCCNC(=O)NC(=O)COc1c(F)c(F)cc(F)c1F	17%	-3.3%	21%	i	1	-0.2	47	1.3%	5%	-0.1%
COc1c(/C=N/Nc2ccc([N+](=O)[O-])cc2[N+](=O)[O-])c(C)nn1-c1ccccc1	-37%	-0.6%	-26%	i	0.8	-2.4	45	5.0%	-61%	0.3%
Cc1cc(NC(=O)CSc2nnc(C)n2C)no1	22%	-2.0%	-13%	.	.	-0.5	44	.	26%	-0.1%
Cc1ccc(S(=O)(=O)/N=C(\CCl)N2CCOCC2)cc1	20%	1.2%	72%*	i	1	.	.	-3.1%	8%	0.1%
CCOC(=O)C1(Cc2cccc(Cl)c2)CCCN(C(=O)c2cnn(CC)c2)C1 (configuration not stated)	-12%	-2.1%	-40%	.	.	-1.1	71	.	-7%	-0.2%
CCCCC(=O)Nc1ccc(C)c(O)c1	6%	0.4%	8%	i	1.1	0.7	50	-0.2%	7%	-0.1%
Cc1ccc(/C=N/NC(=O)c2cccc(S(=O)(=O)Nc3ccccc3Cl)c2)o1	1%	4.6%	-14%	i	1.2	1.0	78	1.1%	18%	-0.2%
CC1CCCC(NC(=O)CSc2ccc(F)cc2)C1C (configuration not stated)	3%	-0.6%	11%	i	1.2	-0.1	53	0.0%	-9%	0.2%
COc1ccc(N2CC(C(=O)OCC(=O)c3ccccc3)CC2=O)cc1 (configuration not stated)	9%	1.6%	-21%	i	1.1	1.2	48	-1.5%	7%	0.2%
CC(C)c1cccc(C(C)C)c1NC(=O)CN1CCCC1	16%	-4.3%	-21%	.	.	0.0	42	.	-21%	-0.2%
O=C1C/C(=C\c2c(F)cccc2Cl)N2CCC1CC2	15%	0.2%	-13%	i	1	-0.6	41	1.1%	27%	-0.5%

Only part of the results is shown; rates above refer to the full screens.
